Bioassay records as filed in PubChem.
MT1-MMP act inh: inhibitors of human MT1-MMP activation; P50281; HT1080 RFP-PRO-GFP cells, GFP/RFP ratio fluorescence, overnight; percent of plate control window, DMSO zero; GFP/RFP ratio change, % at 20 µM; hit rate 0.061% among 360,000; AID 651647;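 active = GFP/RFP ratio change of at least 30% with cell ATP level not reduced by more than half and red fluorescence within 50% of control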; note: strong numbers were not always called active
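Test system: HT1080 RFP-PRO-GFP cells; Benchmarks: DMSO and RFP-L50D-GFP cell wells; Timing: cells overnight before dosing, compound overnight, 37 °C, 5% CO2; Compound: one 20 µM compound dose with 1% DMSO; Read-out: GFP/RFP fluorescence ratio.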
Rin1 Abl inh: blocks binding of human Rin1 to Abl; hit rate 0.4% among 360,000; AID 588664; TR-FRET Rin1/Abl binding, biochemical; inhibition, % at 7.35 µM; in the data active = inhibition above about 5%, passing the limit was not always enough
Target sequence (P00519 whole entry, looked up): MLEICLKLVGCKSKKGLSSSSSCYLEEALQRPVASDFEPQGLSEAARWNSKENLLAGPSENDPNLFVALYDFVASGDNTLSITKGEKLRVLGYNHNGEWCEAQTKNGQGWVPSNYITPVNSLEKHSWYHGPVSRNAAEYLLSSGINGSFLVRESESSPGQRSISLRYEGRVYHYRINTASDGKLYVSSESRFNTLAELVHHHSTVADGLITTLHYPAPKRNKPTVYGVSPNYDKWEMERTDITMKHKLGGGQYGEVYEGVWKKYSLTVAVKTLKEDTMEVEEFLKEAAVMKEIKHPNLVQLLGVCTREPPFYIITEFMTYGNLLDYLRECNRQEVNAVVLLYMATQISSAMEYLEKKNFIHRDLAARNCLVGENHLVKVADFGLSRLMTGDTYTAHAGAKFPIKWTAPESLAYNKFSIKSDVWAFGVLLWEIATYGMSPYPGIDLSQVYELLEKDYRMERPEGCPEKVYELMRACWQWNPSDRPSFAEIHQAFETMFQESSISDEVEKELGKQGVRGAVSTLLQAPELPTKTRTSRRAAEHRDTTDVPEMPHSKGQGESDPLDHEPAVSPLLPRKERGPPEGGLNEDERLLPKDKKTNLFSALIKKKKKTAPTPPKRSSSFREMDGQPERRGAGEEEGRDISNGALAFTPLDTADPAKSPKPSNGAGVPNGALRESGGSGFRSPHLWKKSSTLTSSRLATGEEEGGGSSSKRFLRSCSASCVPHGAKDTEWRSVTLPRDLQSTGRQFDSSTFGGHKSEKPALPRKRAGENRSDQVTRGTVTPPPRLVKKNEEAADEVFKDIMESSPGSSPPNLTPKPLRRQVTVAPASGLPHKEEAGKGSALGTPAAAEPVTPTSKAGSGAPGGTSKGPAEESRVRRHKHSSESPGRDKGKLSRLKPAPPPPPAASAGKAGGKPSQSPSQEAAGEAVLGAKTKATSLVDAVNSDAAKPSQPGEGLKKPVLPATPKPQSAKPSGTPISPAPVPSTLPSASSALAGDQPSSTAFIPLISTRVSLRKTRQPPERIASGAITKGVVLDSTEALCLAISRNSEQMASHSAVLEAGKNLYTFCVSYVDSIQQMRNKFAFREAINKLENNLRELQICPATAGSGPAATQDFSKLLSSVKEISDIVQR
Target sequence (Q13671 whole entry, looked up): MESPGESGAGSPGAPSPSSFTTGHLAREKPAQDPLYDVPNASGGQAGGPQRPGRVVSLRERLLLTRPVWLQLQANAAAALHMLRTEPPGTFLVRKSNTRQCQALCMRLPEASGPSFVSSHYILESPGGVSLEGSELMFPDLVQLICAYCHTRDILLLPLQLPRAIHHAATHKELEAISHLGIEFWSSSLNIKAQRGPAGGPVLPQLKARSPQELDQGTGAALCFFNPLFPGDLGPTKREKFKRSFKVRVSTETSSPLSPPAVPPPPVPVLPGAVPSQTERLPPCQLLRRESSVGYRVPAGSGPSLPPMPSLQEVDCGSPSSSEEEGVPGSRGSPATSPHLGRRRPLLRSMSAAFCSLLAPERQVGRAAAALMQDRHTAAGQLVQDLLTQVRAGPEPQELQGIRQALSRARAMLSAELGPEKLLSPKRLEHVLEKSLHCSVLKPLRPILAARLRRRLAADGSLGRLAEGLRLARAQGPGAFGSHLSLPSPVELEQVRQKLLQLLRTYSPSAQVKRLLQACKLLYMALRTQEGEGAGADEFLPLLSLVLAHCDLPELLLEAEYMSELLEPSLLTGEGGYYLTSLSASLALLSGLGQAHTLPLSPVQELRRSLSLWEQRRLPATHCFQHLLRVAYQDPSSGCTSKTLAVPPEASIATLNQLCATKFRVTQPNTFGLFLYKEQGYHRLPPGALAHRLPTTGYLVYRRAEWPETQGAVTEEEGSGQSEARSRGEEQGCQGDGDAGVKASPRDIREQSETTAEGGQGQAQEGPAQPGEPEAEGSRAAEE
MsrA inhibitor: bovine MsrA inhibition; purified bovine MsrA, absorbance read-out; hit rate 0.75% among 360,000; inhibition, % at 15.5 µM; in the data active = inhibition above about 4.5%;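 note: 0% = vehicle wells with enzyme and 100% = reference inhibitor wells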
bovine MsrA act: bovine methionine sulfoxide reductase A activation; purified bovine MsrA, absorbance read-out; activation, % at 10.6 µM; hit rate 0.3% among 360,000; AID 602163; in the data active = activation above about 7.5%;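 note: 0% = vehicle and 100% = reference activator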
FAS-TE inh: FAS thioesterase (human) inhibition; hit rate 0.67% among 360,000; recombinant FAS-TE, OMFH fluorogenic substrate, fluorescence endpoint; AID 602261; P49327; inhibition, % at 15 µM;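 active = compounds whose normalised, plate-corrected inhibition of enzyme fluorescence in the single-dose primary screen is 50% or more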;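 note: 0% = DMSO with enzyme and 100% = substrate without enzyme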
CSN inh: inhibitors of human CSN-mediated cullin deneddylation | hit rate 0.38% among 360,000 | Q92905 | inhibition, % at 12.5 µM | Purified CSN, SCF-Nedd8-OG deneddylation, fluorescence polarization;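 active = pattern-corrected inhibition above about 35%, with an unprinted fluorescence ratio check between 0.5 and 1.5, limit read from the data, passing the limit was not always enough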;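 note: 0% = enzyme with substrate and 100% = substrate without enzyme; some results filed as inactive read as strong as hits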
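Assay system: purified human Csn5 enzyme expressed in HEK293T cells; Input: 0.24 nM Csn5 enzyme, final concentration; Reagent: 10 nM SCFSkp2-Nedd8OG; Compound dosing: 12.5 µM single point; Times: reaction 90 min, room temperature; Technique: fluorescence polarization readout.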
MLLE-PAM2 inh: blocks PAM2 peptide binding to the PABP1 MLLE domain. hit rate 0.36% among 360,000. GST-MLLE / FITC-PAM2 fluorescence polarization. AID 588489. P11940. inhibition, % at 20 µM; in the data active = inhibition above about 35%, passing the limit was not always enough;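 note: plate controls were DMSO wells with GST-MLLE for no effect and wells lacking GST-MLLE protein for full effect; some results filed as inactive read as strong as hits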
eLon inh: E. coli protease La inhibition; hit rate 0.42% among 360,000; AID 602123; purified E. coli Lon protease, fluorescence polarization; inhibition, % at 7.94 µM; in the data active = inhibition above about 13%, passing the limit was not always enough;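 note: 0% = enzyme with probe and DMSO and 100% = no enzyme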
Rpn11 inh: Rpn11 (human) deubiquitinase inhibition; human 26S proteasome, Ub4-pepOG fluorescence polarization; 20S core pre-blocked with epoxomicin; calls only at 20 µM; hit rate 0.59% among 360,000; AID 588493;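 active = inhibition at 20 µM, scaled to each plate's controls, above about 33%, limit read from the data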
Starred values were filed as active, the others as inactive; i = inactive; . = not tested or not shown. An unsorted share of the library. Share with any hit: about 3.7%.

Abbreviations – A = MT1-MMP act inh; B = Rin1 Abl inh; C = MsrA inhibitor; D = bovine MsrA act; E = FAS-TE inh; F = CSN inh; G = MLLE-PAM2 inh; H = eLon inh; I = Rpn11 inh
SMILES: [N-]=[N+]=NC[C@H](Cc1ccccc1)N1CC[C@@H](NC(=O)OCc2ccccc2)CCC1=O
  A = -2; B = 3; C = -0.9; D = -4; E = -4; F = 1; G = -5; H = -10; I = i

SMILES: Cc1ccc(N2C(=O)N(CC(=O)Nc3ccc(C)c(C)c3[N+](=O)[O-])C(=O)C2C)cc1 (stereo not given)
  A = -1; B = 4; C = 2.0; D = -4; E = 4; F = -2; G = -2; H = -8; I = i

SMILES: CCOC(=O)Cc1csc(NC(=O)c2ccc(C)c(S(=O)(=O)N3CCOCC3)c2)n1
  A = 7; B = 1; C = 0.6; D = -9; E = -4; F = -2; G = -7; H = -8; I = i

SMILES: C=CCCCCCCCCc1nc(=S)[nH][nH]1
  A = 3; B = 2; C = -0.6; D = 2; E = -5; F = 2; G = -2; H = 5; I = i

SMILES: COc1ccc(S(=O)(=O)N2CCC(O)(c3ccc(Cl)cc3)CC2)cc1OC
  A = 5; B = -1; C = -0.7; D = -2; E = 4; F = 1; G = -1; H = 0; I = i

SMILES: CNC(=O)c1ccsc1NC(=O)C1CCCN1S(=O)(=O)c1cccs1 (stereo not given)
  A = 3; B = 5; C = 0.5; D = 0; E = -2; F = 0; G = -3; H = 2; I = i

SMILES: CCCCC1(CO)C(=O)N(c2ccccc2)N(c2ccccc2)C1=O
  A = 5; B = -1; C = 1.5; D = -4; E = -4; F = -2; G = 12; H = 11; I = i

SMILES: O=C(NCc1cccnc1)c1ccc(COc2ccc3c(c2)CCC3)o1
  A = 10; B = -4; C = 0.1; D = -4; E = -15; F = 4; G = 7; H = -6; I = i

SMILES: Cc1ccc2nc(NC(=O)c3ccc(Cn4cc(Cl)cn4)o3)sc2c1
  A = 6; B = 0; C = 1.3; D = -3; E = 8; F = 0; G = 9; H = -6; I = i

SMILES: Nc1nc(Nc2ccccc2)nc(NCCO)c1[N+](=O)[O-]
  A = 4; B = 0; C = 2.7; D = -4; E = -3; F = -4; G = 3; H = 5; I = i

SMILES: CCN(C[C@H]1N[C@@](CC)(C(=O)OC)[C@H]2C(=O)N(C)C(=O)[C@@H]12)S(=O)(=O)c1ccc(OC(F)(F)F)cc1
  A = 0; B = -4; C = -0.7; D = -6; E = -6; F = -1; G = -5; H = -3; I = i

SMILES: Cc1nc(Cl)sc1C(=O)O
  A = -1; B = -5; C = -0.6; D = -2; E = -4; F = 5; G = -12; H = -7; I = i

SMILES: CC1(C)CC(=O)C/C(=N/NC(=O)COc2ccc(Cl)cc2Cl)C1
  A = 1; B = -1; C = 0.3; D = -12; E = 4; F = -1; G = -5; H = 25*; I = i

SMILES: O=S(=O)(Nc1ccc(Cl)cn1)c1ccc(F)cc1
  A = 3; B = -1; C = 0.2; D = -2; E = -3; F = 5; G = 12; H = 1; I = i

SMILES: O=C(NCCc1csc(-c2cccnc2)n1)c1cccc(Cl)c1
  A = 1; B = -1; C = -0.9; D = -13; E = 2; F = -5; G = -3; H = 6; I = i

SMILES: CCOC(=O)COc1ccsc1C(=O)OC
  A = 5; B = -1; C = 0.4; D = -1; E = -6; F = -2; G = -7; H = 3; I = i

SMILES: Clc1ccc(-c2ncc3ccccn23)c(Cl)c1
  A = -1; B = 4; C = 0.9; D = 1; E = 3; F = 0; G = -1; H = -4; I = i

SMILES: CC(=O)Nc1ccc(OCc2cccc([N+](=O)[O-])c2)cc1
  A = 1; B = 4; C = -0.4; D = -11; E = 1; F = -3; G = -4; H = -5; I = i

SMILES: CCCn1c(CN2CCN(C(C)=O)CC2)nc2cc(S(=O)(=O)N(C)C)ccc21
  A = 7; B = 1; C = -1.0; D = -9; E = -4; F = -3; G = 3; H = 3; I = i

SMILES: Cc1cc(C(=O)NNC(=O)NC(C)C)no1
  A = 2; B = 1; C = -0.2; D = -1; E = -5; F = -1; G = 0; H = -8; I = i

SMILES: CC(C)C(=O)Nc1ccnc(-c2cccnc2)n1
  A = -6; B = -3; C = 0.4; D = 0; E = -3; F = 4; G = 4; H = 1; I = i

SMILES: Cc1nc(Cl)c2oc3ccccc3c2n1
  A = -2; B = 2; C = -0.1; D = 0; E = -6; F = -3; G = -7; H = -12; I = i

SMILES: NS(=O)(=O)c1ccc(NC(=O)CSc2nc3c(c(=O)[nH]2)CCCC3)cc1
  A = 0; B = 1; C = -0.4; D = 1; E = -4; F = -1; G = -14; H = -5; I = i

SMILES: CN(Cc1ccccc1)S(=O)(=O)c1cn(C)cn1
  A = 2; B = 2; C = -0.8; D = -3; E = -2; F = 3; G = -16; H = 4; I = i

SMILES: COC(C(=O)NC(C(C)C)C(C)C)c1ccccc1 (stereo not given)
  A = 1; B = -1; C = 0.3; D = -7; E = -14; F = -18; G = 5; H = 8; I = i

SMILES: COc1ccc(N2CCN(C(=O)CCCn3c(=O)[nH]c4ccsc4c3=O)CC2)cc1
  A = 2; B = 1; C = -0.5; D = 3; E = 1; F = -1; G = -4; H = 10; I = i

SMILES: Cc1ccc(OCC(=O)Nc2ccc3c(c2)OCCO3)cc1C
  A = .; B = 5; C = -0.1; D = -12; E = 6; F = -8; G = 9; H = 2; I = i

SMILES: Cc1cc(OCC(=O)NNC(=O)c2cccc(F)c2)ccc1Cl
  A = -1; B = 1; C = 0.2; D = -3; E = -1; F = 0; G = 3; H = -6; I = i

SMILES: CCn1c(C)cc(C=C2C(=O)c3ccccc3C2=O)c1C
  A = 1; B = -5; C = 0.5; D = -3; E = -4; F = 6; G = -16; H = -10; I = i

SMILES: CC(=O)O/N=C(\N)Cc1ccc(-c2csnn2)cc1
  A = -5; B = 1; C = 1.1; D = -6; E = -2; F = -5; G = -3; H = 3; I = i

Sorted by the number under MT1-MMP act inh (highest first): some entries from above
structure,MT1-MMP act inh
CN(Cc1ccccc1)S(=O)(=O)c1cn(C)cn1,2
Cc1cc(OCC(=O)NNC(=O)c2cccc(F)c2)ccc1Cl,-1
CC(=O)O/N=C(\N)Cc1ccc(-c2csnn2)cc1,-5

The main list resumes, starting 4 compounds before the break.
Abbreviations – A = MT1-MMP act inh; B = Rin1 Abl inh; C = MsrA inhibitor; D = bovine MsrA act; E = FAS-TE inh; F = CSN inh; G = MLLE-PAM2 inh; H = eLon inh; I = Rpn11 inh
SMILES: Cc1ccc(OCC(=O)Nc2ccc3c(c2)OCCO3)cc1C
  A = .; B = 5; C = -0.1; D = -12; E = 6; F = -8; G = 9; H = 2; I = i

SMILES: Cc1cc(OCC(=O)NNC(=O)c2cccc(F)c2)ccc1Cl
  A = -1; B = 1; C = 0.2; D = -3; E = -1; F = 0; G = 3; H = -6; I = i

SMILES: CCn1c(C)cc(C=C2C(=O)c3ccccc3C2=O)c1C
  A = 1; B = -5; C = 0.5; D = -3; E = -4; F = 6; G = -16; H = -10; I = i

SMILES: CC(=O)O/N=C(\N)Cc1ccc(-c2csnn2)cc1
  A = -5; B = 1; C = 1.1; D = -6; E = -2; F = -5; G = -3; H = 3; I = i

SMILES: O=C(NNS(=O)(=O)c1ccccc1[N+](=O)[O-])c1cccc(Cl)c1
  A = 5; B = -1; C = -1.0; D = -2; E = -10; F = 4; G = 26; H = -6; I = i

SMILES: CCOC(=O)C1CCN(C(=O)CCCn2c(=O)c3cccn3c3cccnc32)CC1
  A = 0; B = 2; C = 0.3; D = -3; E = 0; F = -2; G = 6; H = -3; I = i

SMILES: O=C(COc1ccccc1[N+](=O)[O-])Nc1cccc(S(=O)(=O)NC2=NCCCCC2)c1
  A = -7; B = 2; C = 0.1; D = -7; E = -3; F = 3; G = 13; H = 1; I = i

SMILES: CC(=O)c1cc2c(cc1NC(=O)Cc1ccsc1)OCO2
  A = 5; B = -1; C = 2.7; D = 1; E = -1; F = 3; G = 7; H = 4; I = i

SMILES: Cc1ccc(N2CCN(S(=O)(=O)c3c(C)nc4scc(C)n4c3=O)CC2)c(C)c1
  A = 2; B = 5; C = -0.3; D = -1; E = 28; F = -1; G = -1; H = -7; I = i

SMILES: CCCCC1(c2ccc(F)cc2)NC(=O)N(CC(=O)Nc2ccc(N3CCOCC3)cc2)C1=O (stereo not given)
  A = 2; B = 3; C = -0.3; D = -1; E = 3; F = -3; G = -4; H = -6; I = i

SMILES: Cc1nc(C(=O)Nc2ccc(Cl)cc2Cl)nn1-c1cc(OC(C)C)c(Cl)cc1Cl
  A = -6; B = 0; C = -0.4; D = -1; E = 19; F = -1; G = -4; H = -5; I = i

SMILES: Cc1nc2scc(C)n2c(=O)c1S(=O)(=O)Nc1ccc(OC(F)(F)F)cc1
  A = 3; B = 0; C = 3.4; D = -2; E = 19; F = -1; G = -4; H = -4; I = i

SMILES: COc1ccc(NC(=O)C2(C)Cc3c(-c4ccc(C(N)=O)cc4)ccnc3O2)cc1 (stereo not given)
  A = 2; B = 0; C = -0.6; D = 0; E = -3; F = 1; G = 13; H = -12; I = i

SMILES: COc1ccc(N2CCC(CNC(=S)Nc3cc(C)ccc3C)C2)cc1 (stereo not given)
  A = -1; B = -1; C = 0.2; D = 0; E = -14; F = 5; G = -11; H = -4; I = i

SMILES: COc1cc(/C=C/C(=O)OCC(=O)NNC(=O)c2cc(Cl)ccc2OC)ccc1O
  A = 1; B = -3; C = 0.9; D = -3; E = 1; F = 0; G = 2; H = 8; I = i

SMILES: O=C(O)CCc1ccc(S(=O)(=O)Nc2ccccc2C(=O)NCCc2ccccc2)cc1
  A = 0; B = -1; C = -0.2; D = -2; E = -2; F = 1; G = 5; H = 4; I = i

SMILES: CC(=O)c1cc(C(=O)N2CCc3c([nH]c4ccccc34)C2CC(C)C)[nH]n1 (stereo not given)
  A = -2; B = 1; C = 0.6; D = -3; E = 0; F = -1; G = -12; H = -4; I = i

SMILES: Cc1ccc(S(=O)(=O)NNC(=O)c2cc(C)c(C)cc2N)cc1
  A = -1; B = -2; C = 0.0; D = -2; E = 0; F = 6; G = 0; H = -17; I = i

SMILES: COc1ccc2nc(NS(=O)(=O)c3ccc(NC(C)=O)cc3)sc2c1
  A = 1; B = 9; C = 1.1; D = -5; E = -10; F = 0; G = -2; H = -7; I = i

SMILES: CCOc1cccc(/C=N/NC(=S)Nc2ccccc2[N+](=O)[O-])c1O
  A = 3; B = 3; C = 1.2; D = -2; E = 5; F = -1; G = 20; H = -1; I = i

SMILES: Cc1cc(O)cc(O)c1-c1onc(C(F)(F)F)c1-c1cscn1
  A = -2; B = 3; C = -0.6; D = -1; E = -26; F = -4; G = 10; H = 0; I = i

SMILES: COc1ccc(NC(=O)COc2ccccc2Cl)cc1S(=O)(=O)N1CCCCC1
  A = .; B = 0; C = -1.1; D = 0; E = 18; F = -5; G = -5; H = 4; I = i

SMILES: CCOC(=O)Cc1cnc(NC(=O)CSc2nc(N)cc(N)n2)s1
  A = 1; B = -4; C = -1.1; D = -2; E = -2; F = -9; G = -11; H = 1; I = i

SMILES: CCN(CC1CCCN(CCc2cccc(OC)c2)C1)C(=O)c1ccoc1C (stereo not given)
  A = -1; B = -1; C = 1.5; D = -3; E = -2; F = 2; G = 4; H = -8; I = i
